# ROC1-CUL1 inh: inhibitors of human ROC1-CUL1 ubiquitin ligase activity. inhibition, % at 10 µM. in vitro K48 di-Ub FRET, acceptor:donor ratio, 45 min. AID 1347404. P62877+Q13616. 0.6% of 140,000 active; in the data active = inhibition above about 25%
# Target sequence (P62877 whole entry, looked up): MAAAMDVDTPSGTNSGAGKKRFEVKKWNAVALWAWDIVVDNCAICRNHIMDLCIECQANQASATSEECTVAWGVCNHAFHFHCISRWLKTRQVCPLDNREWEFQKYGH
# Target sequence (Q13616 whole entry, looked up): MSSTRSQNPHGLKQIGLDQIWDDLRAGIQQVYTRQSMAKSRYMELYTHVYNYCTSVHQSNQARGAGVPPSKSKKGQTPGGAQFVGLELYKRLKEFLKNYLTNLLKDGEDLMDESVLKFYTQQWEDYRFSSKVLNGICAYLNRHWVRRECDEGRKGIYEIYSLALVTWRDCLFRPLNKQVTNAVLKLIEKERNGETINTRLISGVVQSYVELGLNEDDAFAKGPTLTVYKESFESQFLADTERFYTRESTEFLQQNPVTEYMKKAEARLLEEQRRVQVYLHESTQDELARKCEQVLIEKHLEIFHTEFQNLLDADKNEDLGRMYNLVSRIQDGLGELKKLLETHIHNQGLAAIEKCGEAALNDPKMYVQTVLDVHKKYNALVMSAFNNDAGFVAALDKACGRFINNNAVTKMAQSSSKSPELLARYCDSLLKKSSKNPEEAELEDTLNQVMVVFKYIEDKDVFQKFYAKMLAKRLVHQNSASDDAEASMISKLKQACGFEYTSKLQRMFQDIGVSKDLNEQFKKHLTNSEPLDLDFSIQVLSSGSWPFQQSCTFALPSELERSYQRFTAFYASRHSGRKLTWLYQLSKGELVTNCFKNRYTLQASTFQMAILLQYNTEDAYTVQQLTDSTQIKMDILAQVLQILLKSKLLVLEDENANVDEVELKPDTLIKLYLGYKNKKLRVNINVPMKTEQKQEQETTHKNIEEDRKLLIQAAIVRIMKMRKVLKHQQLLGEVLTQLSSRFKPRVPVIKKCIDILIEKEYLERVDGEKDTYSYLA
# Active calls of the source: *.
no.	SMILES	ROC1-CUL1 inh
1	CC1CCc2c(sc3[nH]c(=S)[nH]c(=S)c23)C1 (stereo not drawn)	1
2	O=C(c1ccco1)N1CCc2onc(-c3ccc(C(F)(F)F)cc3)c2C1	7
3	CCOC(=O)c1nn(-c2ccc(Br)cc2)c(-c2ccco2)c1C#N	-9
4	C[n+]1cc2cscc2c2ccsc21	-11
5	CCOC(=O)c1ccc(N2C(=O)c3[nH]nc(-c4ccc(OC)cc4)c3C2c2ccccc2Cl)cc1 (stereo not drawn)	-5
6	CN(Cc1ccccc1)Cc1cc(C(=O)N(C)Cc2cnn(C)c2)no1	0
7	CCOC(=O)c1c(NC(=O)C(C)Sc2cn(CCNC(=O)c3ccc(OC)cc3)c3ccccc23)sc2c1CCC2 (stereo not drawn)	4
8	CCOCCc1nnc(NC(=O)C(=O)c2cc(C)n(-c3cccc(C)c3)c2C)s1	-2
9	Cc1ccc(Nc2nc3ccccc3c3nncn23)cc1F	-2
10	CCC(=O)Nc1cccnc1Cl	-8
11	O=C(Nc1cccc(C2OCCCO2)c1)c1cccs1	7
12	CCn1cc(C(=O)N2CCC(C3CCN(Cc4cccnc4)CC3)C2)cn1 (stereo not drawn)	-11
13	O=C(NCc1ccc2c(c1)OCO2)c1ccc(N2CCC(NCCCOc3cccnc3)CC2)cc1	3
14	CCn1ncc(CN2C[C@H]3OC(=O)N(Cc4ccccn4)[C@H]3C2)c1C	1
15	Cc1cccc(-c2nc(NC(=O)NCC(c3ccccn3)N(C)C)n[nH]2)c1 (stereo not drawn)	-2

# The list continues:
no.	SMILES	ROC1-CUL1 inh
16	C=CCN1C(=O)N=C(Cc2ccccc2OCc2ccc(Cl)cc2Cl)C1=O	3
17	Cc1cc(S(=O)(=O)N2CCN=C2c2ccccc2)c(Cl)cc1Cl	1
18	Cc1cccc(OCCSc2nc3ccccc3n2CC(=O)N2CCOCC2)c1C	1
19	COc1ccccc1/C=C/CN1CCC(n2cc(C(C)(C)N)nn2)CC1	0
20	CCSC1=N/C(=C\c2ccc(OC3CCCC3)cc2)C(=O)S1	10
21	CCOC(=O)c1cc(-c2ccc(C)cc2)nc2ccc(Cl)cc12	-7
22	CCOC(=O)c1cc(C(=O)OCC)c2c(C)cc(C)cc(C)c1-2	4
23	Cc1nn(C)cc1CN(C)C(=O)c1cc(-c2ccccc2)nc2ccc(Br)cc12	2
24	O=S(=O)(NCC(c1ccco1)N1CCOCC1)c1ccc(Cl)cc1 (stereo not drawn)	1
25	C#CC(C)(CC)NC(=O)Cn1nnc(-c2ccc(S(C)(=O)=O)cc2)n1 (stereo not drawn)	-12
26	Cc1nnc(SCc2cccc(Cl)c2)[nH]c1=O	2
27	COc1ccc(N2C(SC)=NC(=Nc3cccc(C)c3)C23CCCCC3)cc1	-2
28	CSc1nnc(CSc2cc(C)nc(N3CCCC3)n2)o1	2
29	CCn1cc(CN2CCN(Cc3cccc(C)n3)C(CCO)C2)cn1 (stereo not drawn)	8
30	COc1cccc(CC2(CO)CCN(S(=O)(=O)/C=C/c3ccccc3)CC2)c1	2

# Given as labelled records: part of the list above.
(17) Cc1cc(S(=O)(=O)N2CCN=C2c2ccccc2)c(Cl)cc1Cl
- ROC1-CUL1 inh: 1

(20) CCSC1=N/C(=C\c2ccc(OC3CCCC3)cc2)C(=O)S1
- ROC1-CUL1 inh: 10

(19) COc1ccccc1/C=C/CN1CCC(n2cc(C(C)(C)N)nn2)CC1
- ROC1-CUL1 inh: 0

(16) C=CCN1C(=O)N=C(Cc2ccccc2OCc2ccc(Cl)cc2Cl)C1=O
- ROC1-CUL1 inh: 3

# (continued)
no.	SMILES	ROC1-CUL1 inh
31	CCOC(=O)N1CCN(C(c2ccncc2)c2c(NC(=O)c3ccccc3)sc(C)c2C)CC1 (stereo not drawn)	-5
32	Cc1ccc(-n2nc3c(=O)n(CCCC(=O)NCc4ccccc4C)nc(C)c3c2C)cc1	1
33	Cc1ccc(NS(=O)(=O)Cc2cccc(Cl)c2)cc1	-1
34	OC(CCCN1CCC(O)(c2ccc(Cl)cc2)CC1)c1ccc(Cl)cc1 (stereo not drawn)	2
35	Cc1ccc(OCC(O)CN2CCC(CN3C(=O)c4cccc5cccc(c45)C3=O)CC2)cc1C (stereo not drawn)	-5
36	CC(C)CN1CCCC1c1ccc(C(=O)Nc2cccnc2)s1 (stereo not drawn)	13
37	COCCNC(=O)C1CCN(c2nc3ccccc3nc2C(F)(F)F)CC1	-6
38	CC1CCN(C(=O)c2cc(-c3ccc(Cl)cc3)on2)CC1	-4
39	CCc1cccc(CC)c1NC(=O)CSc1nnc(COc2ccc(OC)cc2)n1C	2
40	CCCC(=O)NC(=S)Nc1ccc(S(=O)(=O)Nc2ccc(OCC)cc2)cc1	7
41	C=CCN1C(=O)/C(=C\c2ccccc2F)N=C1SCC(=O)NC1CCCCC1	-4
42	COc1ccc(OC)c(-c2cc(Cl)c3c(c2)CC(CNC(=O)CSc2ccccn2)O3)c1 (stereo not drawn)	-2
43	Cc1cc(C(=O)NCc2cccnc2N2CCN(c3ccccn3)CC2)no1	-3
44	Cc1ccc(S(=O)(=O)Nc2ccc3c(c2)nc(C)n3Cc2ccccc2)cc1	7
45	COc1ccc(NC(=O)CCNS(=O)(=O)c2cccc3nsnc23)cc1OC	2

# Continued.
no.	SMILES	ROC1-CUL1 inh
46	Oc1cc(N2CCCC2)ccc1/C=N\NC(=S)Nc1ccccc1	5
47	COc1ccc(C2c3c(n[nH]c3C)OC(=N)C2C#N)cc1COc1cc(C)cc(C)c1 (stereo not drawn)	-2
48	C/C(=N\NC(=S)NCCc1ccccc1)c1ccc(Cl)cc1	1
49	COc1cccc(NC(=O)Cn2c(=O)n(-c3ccc(CC(=O)NCC4CCCO4)cc3)c(=O)c3ccccc32)c1 (stereo not drawn)	6
50	Cc1cc(NS(=O)(=O)c2ccc(NC(=O)C(c3ccccc3)c3ccccc3)cc2)nc(C)n1	6
51	Cc1ccc(NC(=O)Cn2nc(-c3ccccc3)nc2-c2ccccc2)c(C)c1	-1
52	N#CC1=C(c2cccs2)OC(=N)C(C#N)C1c1c(Cl)cccc1Cl (stereo not drawn)	-1
53	COc1ccccc1NC(=O)c1c(NC(=O)COc2ccccc2)sc2c1CCCCC2	-9
54	COC(=O)/C=C/S(=O)(=O)c1ccc(C)cc1	20
55	O=S(=O)(N1CCCC1)n1nnc2ccccc21	12
56	COC(=O)c1c(-c2ccccc2Cl)csc1NC(=O)Cc1ccc([N+](=O)[O-])cc1	-1
57	Cc1nn(-c2ccc(N3CCCC3)nn2)c(C)c1CCC(=O)N1CCN(c2ccccc2)CC1	-7
58	Cn1c(-c2ccccc2)cc(C(=O)O)c1-c1ccccc1	9
59	COC(=O)c1c(-c2ccc3ccccc3c2)csc1NC(=O)c1ccc2c(c1)OCO2	9
60	Cc1ccc(C)c(NC(=S)NC(=O)C(C)C)c1	-6

# Next part:
no.	SMILES	ROC1-CUL1 inh
61	Cc1ccc(NC(=O)C2C3NC(=S)N(C)C2(C)Oc2ccccc23)c(C)c1 (stereo not drawn)	2
62	Cc1noc(C)c1C(=O)Nc1cc(C(=O)Nc2cc(C(=O)NCCC#N)n(C)c2)n(C)c1	7
63	C=CCn1c(SCC(=O)Nc2cc(C)ccc2OC)nc2sc3c(c2c1=O)CCCC3	-4
64	Cc1ccccc1NC(=O)Cn1c(=O)n(Cc2ccccc2)c(=O)c2c(C)c(C)sc21	-7
65	O=C(NNS(=O)(=O)c1ccc([N+](=O)[O-])cc1)c1cccc(Br)c1	-3
66	CCN1CCN(C(=O)c2ccc(N3CCC(NC(C)Cn4ccc5ccccc54)CC3)cc2)CC1 (stereo not drawn)	-11
67	CC(C)(C)c1ccc(C2c3c(n[nH]c3-c3ccc(F)cc3)OC(=N)C2C#N)cc1 (stereo not drawn)	9
68	O=C(Nc1ccc(-c2ccco2)cc1)C1CCCN(C(=O)c2ccc3nccnc3c2)C1 (stereo not drawn)	-8
69	Nn1c(SCC(=O)N2CCCC2)nnc1-c1ccc(Cl)cc1Cl	7
70	Clc1cc(-c2csc(Cl)c2)cs1	10
71	Cc1ccccc1C(=O)Nc1cccc(OCc2cc(=O)n3c4c(sc3n2)CCCC4)c1	1
72	Cc1ccc(C(=O)Nc2ccc(N3CCC(NCC4CCCN(C(C)C)C4)CC3)cc2)c(C)c1 (stereo not drawn)	3
73	CCn1c(=O)c2sccc2n2c(CCC(=O)Nc3ccc(F)cc3)nnc12	-5
74	COc1cc(CN2CCC(N3CCC(C(=O)N4CCCC4)CC3)CC2)cc2c1OCO2	-5
75	O=S(=O)(c1cccc(Cl)c1)c1nnn2c1nc(NCc1ccc3c(c1)OCO3)c1sccc12	0

# Other results follow:
no.	SMILES	ROC1-CUL1 inh
76	Nc1nnnn1CC(=O)N/N=C/c1cccc(F)c1F	-3
77	COc1ccccc1NC(=O)Nc1ccnn1C1CCN(Cc2cccc(C)n2)CC1	6
78	COc1ccc(CCNC(=O)C2(c3cccs3)CCOCC2)cc1OC	-1
79	Cc1csc(=S)n1OC(=O)C1=CCC(C)(c2ccccc2)CC1 (stereo not drawn)	15
80	O=C(Nc1cccc(C(F)(F)F)c1)N1CC2CCCN2c2ccccc21 (stereo not drawn)	-4
81	Cc1cnn(Cc2ccc(F)cc2)c1NC(=O)Cn1ccnn1	10
82	CCOC(=O)NC1c2ccccc2CSc2ccccc21 (stereo not drawn)	-4
83	COc1ccc(CCNC(=O)Cn2cc(S(=O)(=O)Cc3ccc(F)cc3)c3ccccc32)cc1OC	6
84	COc1ccc2oc(=O)c(C(=O)N3CCN(c4ccc(C)cc4)CC3)cc2c1	2
85	c1cc(-c2nnc3sc(-c4ccc5c(c4)OCCO5)nn23)ccn1	-7
86	CCCCN=C1CCCc2ccccc2N1	5
87	Cc1ccc(-c2noc(-c3nnn(CC(=O)Nc4ccc(C)c(Cl)c4)c3N)n2)cc1	-3
88	CCN1C(=O)S/C(=C/c2ccc(OCc3cccc(C(=O)O)c3)c(Br)c2)C1=O	3
89	CCCNS(=O)(=O)c1cc(C(=O)N2CCOCC2)ccc1OC	-7
90	CC(C)(C)c1ccc(NC(=O)CCC(=O)N(Cc2ccccc2)Cc2ccccc2)cc1	7

# More entries follow:
no.	SMILES	ROC1-CUL1 inh
91	CN(C)c1cc(N2CCC(C3CCN(Cc4cccnc4)CC3)C2)ncn1 (stereo not drawn)	-8
92	CCN1CCN(Cc2c(C)[nH]c3ccc(F)cc3c2=O)CC1	5
93	Cc1cccc(-c2nnc(-c3ccc(NC(=O)C(C)C)cc3)o2)c1	10
94	O=C(c1ccco1)C1C(c2ccccc2)C1c1ccccc1 (stereo not drawn)	8
95	Cn1c(=O)[nH]c(=O)c2c(-c3ccccc3Cl)ccnc21	-5
96	N=C1CC(=O)NC(SCC(=O)Nc2ccc(Cl)cc2)=N1	3
97	Cc1nn(C(=O)COc2ccccc2)c(C)c1Sc1ccccc1	9
98	Cc1cc(C(=O)NNC(=O)[C@@H]2CCCC[C@@H]2C(=O)O)n[nH]1	1
99	N#Cc1c(-c2ccc(Cl)cc2)c2c(n(-c3ccccc3)c1=O)CCCC2	5
100	CC(C)N(C)c1ccc(C(=O)N2CCC(Cn3cccn3)CC2)cn1	-4
101	COc1ccc(Cn2c(=O)c3oc4ccccc4c3n(Cc3cccc(C(F)(F)F)c3)c2=O)cc1	-8
102	CCS(=O)(=O)N1CCC(C(=O)Nc2ccc(C)c(C)c2)CC1	-6
103	Cc1ccc2nc(-c3sc4nc(C)ccc4c3N)[nH]c2c1	3
104	Cc1nc(-c2ccc(Cl)cc2Cl)nc(C)c1C#N	4
105	Cc1cccc(C(=O)Nc2ccccc2-c2nc(-c3ccccc3)no2)c1	3

# 3 entries already listed, ordered by their value in ROC1-CUL1 inh, highest first.
no.	SMILES	ROC1-CUL1 inh
94	O=C(c1ccco1)C1C(c2ccccc2)C1c1ccccc1 (stereo not drawn)	8
99	N#Cc1c(-c2ccc(Cl)cc2)c2c(n(-c3ccccc3)c1=O)CCCC2	5
100	CC(C)N(C)c1ccc(C(=O)N2CCC(Cn3cccn3)CC2)cn1	-4

# Additional compounds:
no.	SMILES	ROC1-CUL1 inh
106	CCOC(=O)C1=c2s/c(=C\c3cccnc3)c(=O)n2C(=N)C(S(=O)(=O)c2ccccc2)C1c1cccnc1 (stereo not drawn)	-8
107	CC(Cc1ccccn1)NC1CCN(c2ccc(C(=O)NCc3ccc4c(c3)OCO4)cc2)CC1 (stereo not drawn)	0
108	CCOc1ccc(S(=O)(=O)Nc2cccc(-c3ccc(OCC)nn3)c2)cc1	1
109	CCOc1ccc(C)cc1S(=O)(=O)N1CCN(c2ccccc2OC)CC1	-8
110	CC(C)(C)c1ccc(S(=O)(=O)NCc2ccc(C(=O)NCC3CCCO3)cc2)cc1 (stereo not drawn)	5
111	CC1=CC(=O)C(C(c2cccc(Cl)c2)N2CCN(c3ccccc3)CC2)C(=O)N1Cc1ccco1 (stereo not drawn)	-4
112	CC(C)N1C(=O)C(O)(c2ccccc2)C1(C)C (stereo not drawn)	-7
113	COc1ccc(Cl)cc1NC(=O)CN(Cc1ccc(C)cc1)S(=O)(=O)c1ccccc1	-3
114	O=C1NCCN(Cc2cccc(Oc3ccccc3)c2)C1CC(=O)N1CCCO1 (stereo not drawn)	-4
115	CCc1ccc(NC(=O)CSc2nc(-c3ccccc3Cl)nc3c2Cc2c(CO)cnc(C)c2O3)cc1	-5
116	CC(=O)c1cnn(-c2cc(Oc3ccc(F)cc3)ncn2)c1C	-3
117	Cn1c(=O)c2c(ncn2CC(=O)Nc2ccc(OC(F)(F)F)cc2)n(C)c1=O	2
118	Cc1cnc(C)c(N2CCN(Cc3cnc(S(C)(=O)=O)n3CC(C)C)CC2)n1	5
119	OCCN1CCN(c2nc3nonc3nc2NCc2ccccc2)CC1	12
120	O=C(CCc1nc(-c2cccs2)no1)Nc1cccc([N+](=O)[O-])c1	2

# Following part:
no.	SMILES	ROC1-CUL1 inh
121	Cc1cccc(N(CC(O)Cn2c3ccccc3c3ccccc32)S(=O)(=O)c2ccc(F)cc2)c1 (stereo not drawn)	7
122	COc1cc(CN(C(=O)c2ccccc2[N+](=O)[O-])c2ccccn2)cc(OC)c1OC	-4
123	O=c1cc(C2CCCO2)nc(-c2cccc(CN3CCCOCC3)c2)[nH]1 (stereo not drawn)	3
124	O=C(OCCNc1nc(-c2ccccc2)nc2ccccc12)c1ccncc1	0
125	O=C(Nc1nccs1)c1ccc2c(c1)C(=O)N(c1cccc(N3C(=O)c4ccc(C(=O)Nc5nccs5)cc4C3=O)n1)C2=O	7

# A portion of the library; rates above refer to the full screens.
